# MPTP inh – mitochondrial permeability transition pore inhibitors, primary screen, biochemical, isolated mouse mitochondria, absorbance. Ca2+ swelling absorbance, 30 min. inhibition, % at 10 µM. 360,000 compounds, 1.4% hits;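 active means inhibition of 50% or more, scaled per plate between neutral and stimulator controls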;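 further: 0% = DMSO wells given calcium and 100% = 1 mM EGTA wells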
# A3G deaminase – APOBEC3G DNA deaminase inhibitors, primary screen, biochemical, fluorescence, single-stranded DNA substrate, uHTS. DNA dC->dU-editing enzyme APOBEC-3G (Homo sapiens), Q9HC16. recombinant A3G, ssDNA deamination FAM/TAMRA fluorescence. inhibition, % at 20 µM. 330,000 compounds, 0.28% hits;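 active means inhibition of at least 40% at 20 µM, with no more than 30% in the related APOBEC3A deaminase screen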;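 further: plate controls were DMSO wells with A3G for no effect and wells lacking A3G enzyme for full effect; some compounds called inactive have numbers as strong as hits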
# Target sequence (Q9HC16 whole entry, looked up): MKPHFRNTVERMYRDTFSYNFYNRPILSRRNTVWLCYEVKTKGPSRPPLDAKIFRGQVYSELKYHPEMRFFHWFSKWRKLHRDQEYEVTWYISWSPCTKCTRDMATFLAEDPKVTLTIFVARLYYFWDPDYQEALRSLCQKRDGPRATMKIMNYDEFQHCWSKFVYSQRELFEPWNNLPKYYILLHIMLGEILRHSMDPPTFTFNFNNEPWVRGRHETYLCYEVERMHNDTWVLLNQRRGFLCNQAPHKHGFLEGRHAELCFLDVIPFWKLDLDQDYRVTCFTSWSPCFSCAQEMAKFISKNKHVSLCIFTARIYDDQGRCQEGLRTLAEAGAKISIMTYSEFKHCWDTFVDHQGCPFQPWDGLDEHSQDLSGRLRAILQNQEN
# beta cell repl – inducers of MIN6 beta-cell proliferation, primary screen, ATP luminescence, uHTS | MIN6 cells proliferation, ATPlite luminescence, 48 h; cells starved in 0.2% serum; 100% = growth in 10% serum | proliferation, % at 10 µM | 330,000 compounds, 0.29% hits | AID 2380, 2010;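 active means compounds whose signal lies at least 3.5 SD above the mean of all wells on their plate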;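 further: 0% = DMSO-treated cells in low-serum medium and 100% = 10% serum control; some compounds called inactive have numbers as strong as hits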
# mIAP block – inhibitors of mouse IAP, primary screen, biochemical, luminescence, uHTS | inhibition, % at 10 µM | 330,000 compounds, 0.2% hits | purified mouse IAP, CDP-Star luminescence, 30 min | AID 2806, 2010;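 active means inhibition of at least 40% at 10 µM in the primary screen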;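 further: plate controls were DMSO with enzyme for no effect and no enzyme wells for full effect; values of inactives mirror those of a sister screen read the other way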
# hIAP inh – human IAP inhibitors, primary screen, biochemical, luminescence, uHTS | 330,000 compounds, 0.12% hits | purified IAP, CDP-Star luminescence, 30 min | AID 2544, 2010 | Intestinal-type alkaline phosphatase (Homo sapiens), P09923 | inhibition, % at 10 µM;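 active means inhibition reaching a set limit with compound at 10 µM in the primary screen, cut at about 35% in these data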;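 further: plate controls were DMSO wells with enzyme for no effect and no-enzyme buffer wells for full effect; values of inactives mirror those of a sister screen read the other way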
# ATG4B inh – ATG4B protease inhibitors, primary screen, biochemical, fluorescence, uHTS; ATG4B cleavage of LC3-PLA2, NBD-HPC fluorescence, 1 h; inhibition, % at 8.33 µM; 340,000 compounds, 0.51% hits; AID 504462, 2011; in the data active means inhibition above about 40%
# Target sequence (Q9Y4P1 whole entry, looked up): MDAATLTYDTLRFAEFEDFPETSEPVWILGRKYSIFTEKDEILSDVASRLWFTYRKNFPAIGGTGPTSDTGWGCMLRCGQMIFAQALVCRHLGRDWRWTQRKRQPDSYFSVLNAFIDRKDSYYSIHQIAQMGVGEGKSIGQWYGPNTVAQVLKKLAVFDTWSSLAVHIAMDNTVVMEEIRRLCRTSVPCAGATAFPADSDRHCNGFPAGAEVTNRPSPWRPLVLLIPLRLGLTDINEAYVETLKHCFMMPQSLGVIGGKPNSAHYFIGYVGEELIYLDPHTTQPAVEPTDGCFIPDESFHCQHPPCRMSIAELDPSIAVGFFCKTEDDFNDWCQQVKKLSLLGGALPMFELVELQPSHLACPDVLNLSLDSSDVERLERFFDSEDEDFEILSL
# A3A deaminase – APOBEC3A ssDNA deaminase inhibitors, primary screen, selectivity assay for APOBEC3G inhibitor project, biochemical, FAM/TAMRA oligo cleavage fluorescence. AID 493011, 2011. recombinant A3A, FAM/TAMRA ssDNA deamination fluorescence. inhibition, % at 20 µM. 330,000 compounds, 0.41% hits. DNA dC->dU-editing enzyme APOBEC-3A (Homo sapiens), P31941;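 active means at least 40% inhibition at 20 µM here, with at most 30% in a related deaminase screen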;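 further: plate controls were A3A with DMSO for no effect and wells lacking A3A enzyme for full effect; some results filed as inactive read as strong as hits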
# Target sequence (P31941 whole entry, looked up): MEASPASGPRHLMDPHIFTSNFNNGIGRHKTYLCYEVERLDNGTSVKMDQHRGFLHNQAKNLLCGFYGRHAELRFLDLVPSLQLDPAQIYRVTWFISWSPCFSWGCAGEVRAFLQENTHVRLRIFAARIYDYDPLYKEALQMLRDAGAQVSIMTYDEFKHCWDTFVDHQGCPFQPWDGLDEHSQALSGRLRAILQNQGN
# hIAP act – human IAP activators, primary screen, biochemical, luminescence, uHTS; purified human IAP, CDP-Star luminescence, 30 min; active compounds read high; 1 = vehicle-only enzyme, 0 = enzyme-free background; activation factor at 10 µM; 330,000 compounds, 0.16% hits; AID 2524, 2010;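 active means activation factor of the enzyme at least 2-fold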; further: the source names both 10 and 20 µM as test concentration; values of inactives mirror those of a sister screen read the other way
# mIAP activ – activators of mouse IAP, primary screen, biochemical, luminescence, uHTS; intestinal alkaline phosphatase [Mus musculus]; muIAP, CDP-Star luminescence, 30 min; active compounds read high; 1 = vehicle-only enzyme signal, 0 = enzyme-free wells; activation factor at 10 µM; 330,000 compounds, 0.24% hits;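 active means activation factor of at least 2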; further: the source names both 10 and 20 µM as test concentration; values of inactives mirror those of a sister screen read the other way
#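 Assay system: mouse IAP enzyme; Reagent: CDP-Star chemiluminescent phosphatase substrate; Compound: DMSO-dissolved test compounds; Incubation: 30 min, room temperature; Technique: luminescence from enzymatic CDP-Star hydrolysis; Controls: DMSO-only wells and no-enzyme negative control.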
# Active calls of the source: *; nt = no result given.
no.	structure	MPTP inh	A3G deaminase	beta cell repl	mIAP block	hIAP inh
1	CNC(=O)/C=C/c1cccc(C(F)(F)F)c1	2.0	1	-2	-11	-16
2	CCC(C)(C(=O)Nc1ccc(OC)cc1)N(C)C(=O)Cn1nnnc1N (configuration not stated)	-0.6	7	-3	-2	10
3	Cn1c(Cn2c(=O)sc3ccccc32)nnc1SCC(=O)NCc1ccccc1Cl	-1.2	-4	-2	8	13
4	O=C1CCc2cc(S(=O)(=O)N3CCCC3C(=O)NC3CCCCCCC3)ccc2N1 (configuration not stated)	-0.2	-6	0	-14	-4
5	O=C(Nc1nnc(SCC(=O)N2CCCCC2)s1)c1ccccc1F	-1.3	-2	-6	-8	-2
6	Cc1cccc(NC(=O)CN2C(=O)CCSc3ccc(S(=O)(=O)N4CCOCC4)cc32)c1C	-1.8	-2	-3	6	13
7	O=C(CNC(=O)c1ccco1)N/N=C/c1cc(Br)ccc1O	-0.1	-9	0	5	-61
8	Cc1ccc(-c2nnn(CC(=O)NC3CC4CCC3C4)n2)cc1 (configuration not stated)	0.4	0	-2	-7	8

no.	ATG4B inh	A3A deaminase	hIAP act	mIAP activ
1	-6	3	1.2	1.1
2	4	3	0.9	1
3	-1	-1	0.87	0.92
4	-9	-4	1	1.1
5	-7	-5	1	1.1
6	10	9	0.87	0.94
7	9	-2	1.6	0.95
8	-6	0	0.92	1.1

# Additional results follow.
no.	structure	MPTP inh	A3G deaminase	beta cell repl	mIAP block	hIAP inh
9	O=C(COC(=O)c1ccccc1NC(=O)C1CC1)c1ccc2c(c1)OCCO2	nt	-2	-2	7	6
10	COc1cccc(C(=O)N2CCN=C2SCc2cccnc2)c1OC	-1.5	-1	7	5	1
11	COc1ccc(C2=NOC(C(=O)Nc3ccc4c(c3)OCO4)C2)cc1OC (configuration not stated)	1.5	-4	-1	5	-6
12	CC(/C=N/NC(=O)Cn1cnc2c1c(=O)n(C)c(=O)n2C)=C\c1ccccc1	-0.5	-9	0	0	7
13	Cc1ccc(C(=O)NCC(=O)OC(C)C(=O)NC2CCCc3ccccc32)cc1 (configuration not stated)	-3.9	5	1	2	9
14	CCN(CC)CCOC(=O)c1ccc(NC(=O)c2cccc(C)c2[N+](=O)[O-])cc1	-0.5	-8	-4	-16	-12
15	Cc1ccc(CSc2nnc(-c3ccncc3)n2N)cc1	2.1	-3	-1	6	1
16	Cc1ccc(C(=O)Oc2ccccc2N2C(=O)C3C4CCC(C4)C3C2=O)cc1 (configuration not stated)	0.9	-2	2	-3	1

no.	ATG4B inh	A3A deaminase	hIAP act	mIAP activ
9	nt	-4	0.94	0.93
10	-2	3	0.99	0.95
11	-13	0	1.1	0.95
12	-4	-1	0.93	1
13	-4	2	0.91	0.98
14	-7	-1	1.1	1.2
15	0	-4	0.99	0.94
16	-1	2	0.99	1

# The results go on:
no.	structure	MPTP inh	A3G deaminase	beta cell repl	mIAP block	hIAP inh
17	Cn1c(=O)c2c(nc(N3CCCCCC3)n2CC(=O)c2ccccc2)n(C)c1=O	-0.6	-5	0	-6	6
18	COCCNC(=S)N1CCN(c2ccc(Cl)cc2)CC1	0.1	-6	-5	-12	-3
19	CC(C)Cn1cc(C(=O)NCCCN2CCCC2=O)c2c3ccccc3n(C)c2c1=O	-4.2	-4	0	-1	3
20	Cn1c(SC2CCCCC2=O)nnc1-c1ccncc1 (configuration not stated)	-2.6	-3	-4	-7	-8
21	CCCCn1c(=N)n(CC(O)COc2ccc(C)cc2)c2ccccc21 (configuration not stated)	1.9	-3	-6	-8	-4
22	C=CCOc1ccc(CNCC2CCCO2)cc1 (configuration not stated)	0.0	-1	-1	-3	-14
23	Cc1ccc(SC(C)c2nc(-c3cccnc3)no2)cc1 (configuration not stated)	1.8	-4	6	3	-15
24	Cc1cc(C)c(C(=O)NC2CCCc3c2cnn3-c2ccc(C)c(C)c2)c(=O)[nH]1 (configuration not stated)	-0.1	-5	-3	3	0

no.	ATG4B inh	A3A deaminase	hIAP act	mIAP activ
17	-8	-3	0.94	1.1
18	-4	3	1	1.1
19	0	1	0.97	1
20	9	4	1.1	1.1
21	-1	-2	1	1.1
22	-3	-2	1.1	1
23	3	-10	1.2	0.97
24	16	-3	1	0.97

# Complete entries, looked up by structure:
# `O=C(COC(=O)c1ccccc1NC(=O)C1CC1)c1ccc2c(c1)OCCO2` is entered as MPTP inh: nt; A3G deaminase: -2; beta cell repl: -2; mIAP block: 7; hIAP inh: 6; ATG4B inh: nt; A3A deaminase: -4; hIAP act: 0.94; mIAP activ: 0.93
# `Cc1ccc(-c2nnn(CC(=O)NC3CC4CCC3C4)n2)cc1` (configuration not stated) is entered as MPTP inh: 0.4; A3G deaminase: 0; beta cell repl: -2; mIAP block: -7; hIAP inh: 8; ATG4B inh: -6; A3A deaminase: 0; hIAP act: 0.92; mIAP activ: 1.1

# (continued)
no.	structure	MPTP inh	A3G deaminase	beta cell repl	mIAP block	hIAP inh
25	COc1cc(OC)c(OC)cc1CN1CCN(Cc2cccn2C)CC1	0.8	-6	0	4	1
26	Cc1ccccc1NS(=O)(=O)c1cc(C(N)=O)ccc1C	-0.2	-3	-3	-5	14
27	CCOC(=O)[C@@H]1[C@H]2COc3ccccc3[C@@H]2N2C(=O)N(c3ccc(C(F)(F)F)cc3)C(=O)[C@]12C	-0.1	-2	-5	1	9
28	COc1ccccc1CN1CC(C(=O)N2CCN(c3ccc(F)cc3)CC2)CC1=O (configuration not stated)	-1.4	-6	-4	0	-14
29	CC(C)Oc1ccc(CNC(=S)N/N=C/c2cccnc2)cc1	2.3	-3	-1	0	18
30	O=C([C@H](Cc1ccccc1)NS(=O)(=O)c1ccc(Cl)cc1)N1CC[C@@]2(O)CCCC[C@H]2C1	-1.6	-5	1	3	3
31	O=C(NCc1ccc2c(c1)OCO2)c1ccc(Cl)c(S(=O)(=O)NCc2ccccc2)c1	-0.2	-2	0	8	15
32	COc1ccc(CNCc2c(O)c(Cl)cc3c(C)c(C)c(=O)oc23)c(OC)c1	1.0	-4	-3	-7	-9

no.	ATG4B inh	A3A deaminase	hIAP act	mIAP activ
25	1	-3	0.99	0.96
26	-15	-3	0.86	1.1
27	-1	3	0.91	0.99
28	-6	-6	1.1	1
29	-8	-4	0.82	1
30	-4	-2	0.97	0.97
31	-2	-1	0.85	0.92
32	-4	-2	1.1	1.1

# (next part)
no.	structure	MPTP inh	A3G deaminase	beta cell repl	mIAP block	hIAP inh
33	CSc1nc(-c2ccc(Cl)cc2)nn1C(=O)c1ccccc1	0.2	-5	-3	6	8
34	OCC1(Cc2ccccc2C(F)(F)F)CCN(Cc2ccncc2)CC1	1.6	3	-1	-6	-26
35	CCOC(=O)c1sc(=N)n(-c2ccc(OC)cc2)c1C	1.7	-5	0	0	22
36	Cc1ccc(N(CC(O)CN(C)C)S(=O)(=O)c2ccccc2)cc1 (configuration not stated)	-1.2	-1	0	7	-3
37	CCc1ccc(CN(C)Cc2nc(Cc3ccc(OC)c(OC)c3)no2)nc1	4.7	-6	3	9	-19
38	CCOC(=O)c1cc(-c2ccco2)nc2c1c(C)nn2-c1ccccc1	-1.6	0	-4	12	12
39	C/C(=N\Nc1nc2ccccc2[nH]1)c1ccc2c(c1)OCCO2	-2.0	-11	-5	-7	-20
40	COc1ccc(C(=O)NCC2(c3ccccc3)CCCC2)c(OC)c1	-1.4	-7	-1	7	6

no.	ATG4B inh	A3A deaminase	hIAP act	mIAP activ
33	7	4	0.92	0.94
34	-1	1	1.3	1.1
35	-1	-3	0.78	1
36	8	3	1	0.93
37	-14	-3	1.2	0.91
38	1	4	0.88	0.88
39	-15	1	1.2	1.1
40	-3	-3	0.94	0.93

# (continued)
no.	structure	MPTP inh	A3G deaminase	beta cell repl	mIAP block	hIAP inh
41	CC1=C(C(=O)OCc2ccccc2)C(c2ccccc2[N+](=O)[O-])NC(=O)N1C (configuration not stated)	0.0	-4	-4	8	19
42	COc1ccc(CCC(=O)NNC(=O)c2ccccn2)cc1OC	1.1	-9	5	28	-76
43	O=C(CN(C(=O)Cn1nnc(-c2cccs2)n1)c1ccc2c(c1)OCCO2)NCc1ccccc1	2.3	-8	0	-15	1
44	Cc1nn(-c2nc3ccccc3n2Cc2ccccc2)c2c1C(=O)CC(C)(C)C2	6.3	-8	-2	1	-3
45	Cc1ccc(NC(=O)C2CCCN(S(=O)(=O)c3ccc4[nH]c(=O)ccc4c3)C2)cc1C (configuration not stated)	-1.0	-13	-4	-3	-7
46	COc1ccc(OC)c(NC(=O)CCN2CCN(c3ccccc3OC)CC2)c1	0.0	-7	-1	6	-22
47	CC1CN(C(=O)COC(=O)c2cc([N+](=O)[O-])ccc2Cl)CC(C)O1 (configuration not stated)	-4.7	-4	-3	1	2
48	COc1cccc(C(=O)CN2CCC(NC(=O)NC3CCCCC3)CC2)c1	0.0	-5	-2	-6	2

no.	ATG4B inh	A3A deaminase	hIAP act	mIAP activ
41	-2	-1	0.81	0.92
42	-5	-3	1.8	0.72
43	34	-7	0.99	1.1
44	13	-4	1	0.99
45	2	-3	1.1	1
46	4	-3	1.2	0.94
47	-3	-2	0.98	0.99
48	1	3	0.97	1.1

# Next section
no.	structure	MPTP inh	A3G deaminase	beta cell repl	mIAP block	hIAP inh
49	Cc1ccc(Nc2nc(N)c([N+](=O)[O-])c(NCc3ccco3)n2)cc1	20	-4	1	12	18
50	NCCSc1c(-c2ccc(Cl)cc2)[nH]c2ccccc12	4.4	10	-6	-48	-2
51	CCNc1ccc(S(=O)(=O)N(C)C)cc1[N+](=O)[O-]	-2.2	21	-1	18	10
52	CC1CC(C)CN(C(=O)CN2CCN(Cc3ccc(Cl)cc3)C2=O)C1 (configuration not stated)	1.8	-8	-3	-11	7
53	COc1ccccc1-n1cc(C(=O)NCC(=O)N2CCN(Cc3ccccc3)CC2)c2ccccc2c1=O	-1.0	-3	-5	2	9
54	O=C(CCc1nnc(CCc2ccccc2)o1)N1CCCCC1CCn1cccn1 (configuration not stated)	0.7	-4	-2	-2	-8
55	O=C(Cn1nnc2ccccc21)NNC(=O)c1ccccc1	1.6	-2	-4	11	-10
56	O=C(CNS(=O)(=O)c1ccccc1)OCC(=O)c1cccc([N+](=O)[O-])c1	-1.1	2	-2	-5	-11
57	CCOc1ccc(NC(=O)c2ccc(CNc3c(NC4CCCCC4)c(=O)c3=O)cc2)cc1	-0.5	-9	3	-10	14

no.	ATG4B inh	A3A deaminase	hIAP act	mIAP activ
49	11	-1	0.82	0.88
50	-5	7	1	1.5
51	-5	67*	0.9	0.82
52	-10	-6	0.93	1.1
53	-7	-1	0.91	0.98
54	-1	-2	1.1	1
55	-8	2	1.1	0.89
56	-8	0	1.1	1
57	nt	-4	0.86	1.1

# Screening data as filed in PubChem BioAssay.
